Screens: PubChem, Johns Hopkins Ion Channel Center
KCNQ1 block: blocks the human KCNQ1 potassium channel. P51787. CHO-K1 KCNQ1, FluxOR thallium flux fluorescence; hits give high values. B-score at 10 µM. hit rate 1.3% among 310,000. AID 2642;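 active = compounds whose thallium flux B-score, printed positive for inhibition, exceeds three library SD while starting fluorescence stays within three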;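 also: channel opened by potassium depolarization with thallium stimulus after 20 min compound exposure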
MrgX1 agonist: human MrgX1 receptor agonism, primary screen | hit rate 0.44% among 310,000 | B-score at 10 µM | MrgX1-HEK293 cells, Fluo-4 calcium fluorescence, agonist mode; hits give high values;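 active = calcium response B-score plate-corrected fluorescence ratio at least 3 library SD, with starting fluorescence B-score inside 5 SD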
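Test system: Stable human MrgX1 HEK293 cell line | Schedule: Overnight plating before 1 h dye loading | Read-out basis: Baseline-normalised fluorescence change ratio, B-scored | Detection: Kinetic calcium dye fluorescence, Fluo-4 NW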
KCNQ1 pot: human KCNQ1 channel potentiation or activation. CHO-K1 KCNQ1, thallium flux FluxOR fluorescence; hits give high values. B-score at 10 µM. hit rate 0.35% among 310,000. AID 2648;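 active = fluorescence ratio B-score, a plate-corrected score, at least three library SD, with initial intensity B-score within 5 SD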
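Material: CHO-K1 cells stably expressing KCNQ1. Medium: assay buffer for compound exposure, DMSO matched across wells. Reagent: K+/Tl+ depolarizing stimulus. Compound dosing: single-concentration screen. Times: 37 °C overnight plating, 90-min dark dye load, 20-min compound pretreatment. Technique: FluxOR Tl+ flux fluorescence.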
KCNK9 inh: inhibitors of human KCNK9 two-pore domain potassium channel | AID 488922 | B-score at 10 µM | hit rate 1.2% among 310,000 | HEK293 KCNK9, FluxOR thallium flux fluorescence; hits give low values | Q9NPC2;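 active = ratio B-score over 3 SD below the library mean, with starting fluorescence within 5 SD of its mean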;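 also: negative B-score means less thallium flux so channel inhibition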
ANO1 activ: mouse TMEM16A channel activation, primary screen | HEK293 TMEM16A/YFP-H148Q/I152L, iodide quench fluorescence; hits give low values | hit rate 0.3% among 340,000 | B-score at 10 µM | Q8BHY3;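 active = fluorescence-ratio B-score plate-corrected deviation score at least 3 library SD below zero, with starting fluorescence score within 5 deviations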;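 also: channel opened by trigger with iodide after compound preincubation; score built on the fluorescence ratio of max minus min over baseline; more negative score means more quench and so TMEM16A activation or potentiation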
hERG protect: compounds protecting human hERG from proarrhythmic drug block; hit rate 0.51% among 310,000; CHO-hERG, FluxOR thallium flux, dofetilide IC70 present; activation (rescue from dofetilide block), less the hit threshold, % at 10 µM; Q12809; AID 1511;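 active = activation above the mean of controls blocked by dofetilide plus 5 SD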;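 also: thallium influx through hERG after potassium depolarization seen as dye fluorescence rise; in these data hits start at about 4.7%; inactives centre near -7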
Target sequence (Q12809 whole entry, looked up): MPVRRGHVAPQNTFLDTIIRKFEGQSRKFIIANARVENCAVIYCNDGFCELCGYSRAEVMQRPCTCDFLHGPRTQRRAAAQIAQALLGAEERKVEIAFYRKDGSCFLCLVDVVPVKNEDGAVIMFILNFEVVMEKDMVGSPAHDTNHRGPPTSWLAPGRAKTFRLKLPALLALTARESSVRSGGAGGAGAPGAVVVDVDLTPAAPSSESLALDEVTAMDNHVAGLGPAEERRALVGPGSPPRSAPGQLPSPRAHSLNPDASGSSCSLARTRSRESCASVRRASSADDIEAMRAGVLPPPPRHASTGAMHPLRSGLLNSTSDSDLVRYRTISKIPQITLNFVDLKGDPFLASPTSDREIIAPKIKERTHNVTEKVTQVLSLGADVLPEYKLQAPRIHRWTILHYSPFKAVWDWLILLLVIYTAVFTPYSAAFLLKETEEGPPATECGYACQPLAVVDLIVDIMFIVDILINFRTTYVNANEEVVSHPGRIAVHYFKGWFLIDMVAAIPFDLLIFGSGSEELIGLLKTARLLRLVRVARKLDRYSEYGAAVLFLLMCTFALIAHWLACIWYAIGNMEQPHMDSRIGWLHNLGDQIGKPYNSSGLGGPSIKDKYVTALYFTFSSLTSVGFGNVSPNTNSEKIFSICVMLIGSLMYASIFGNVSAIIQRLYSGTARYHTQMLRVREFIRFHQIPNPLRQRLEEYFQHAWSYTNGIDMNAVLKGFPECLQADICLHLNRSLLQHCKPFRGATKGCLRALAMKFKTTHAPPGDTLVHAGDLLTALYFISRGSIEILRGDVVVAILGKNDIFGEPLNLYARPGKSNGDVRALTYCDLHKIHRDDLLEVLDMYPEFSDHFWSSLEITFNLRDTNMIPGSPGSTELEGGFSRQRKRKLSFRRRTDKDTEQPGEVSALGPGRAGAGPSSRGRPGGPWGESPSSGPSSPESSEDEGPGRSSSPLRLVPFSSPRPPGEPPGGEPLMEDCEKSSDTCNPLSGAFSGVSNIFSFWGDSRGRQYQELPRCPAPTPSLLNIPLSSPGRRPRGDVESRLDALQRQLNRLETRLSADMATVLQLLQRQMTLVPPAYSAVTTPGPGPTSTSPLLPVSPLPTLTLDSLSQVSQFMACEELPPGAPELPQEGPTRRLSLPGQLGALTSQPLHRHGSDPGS
RGS4 block: inhibitors of human RGS4. P49798. HEK293 M3R/RGS4 inducible, Fluo-4 calcium flux; hits give high values; triggered by carbachol at its EC20. B-score at 10 µM. hit rate 0.45% among 310,000. AID 463165;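 active = B-score, a plate-corrected calcium signal, over three deviations above library mean, with baseline fluorescence within five deviations of library mean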;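 also: RGS4 expression induced by doxycycline in cells with stable M3 receptor; B-score is computed from the integrated fluorescence ratio over baseline after carbachol; higher B-score means a larger calcium signal and so more RGS4 inhibition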
TMEM16A inh: blocks the mouse calcium-activated chloride channel TMEM16A; hit rate 1.2% among 310,000; AID 588511; HEK293 TMEM16A/YFP iodide influx fluorescence, ionomycin; normalized B-score (activity score, 25-100; higher = stronger inhibition) at 10 µM;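 active = ratio plate-corrected score three or more library SD toward inhibition, starting fluorescence score within five deviations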;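 also: score derived from kinetic fluorescence span divided by baseline fluorescence per well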
RGS4 pot: potentiators or activators of RGS4; B-score at 10 µM; AID 463111; HEK293 M3R/inducible RGS4, carbachol calcium flux Fluo4; hits give low values; hit rate 0.92% among 310,000;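 active = B-score of the integrated calcium signal more than 4 SD below the library mean, with starting fluorescence not abnormally high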;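 also: negative B-score means reduced calcium response which marks RGS4 activation or potentiation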
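Assay system: Inducible-RGS4 HEK293 cells carrying M3 receptor | Schedule: Compound preincubation 20 min at room temperature before agonist | Signal: Kinetic calcium fluorescence imaging with Fluo4-AM dye, 2 µM | Read-out basis: B score from integrated fluorescence ratio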
MrgX1 allo act: allosterically activates human MrgX1 receptor signaling; B-score at 10 µM; hit rate 0.63% among 310,000; Q96LB2; MrgX1-HEK293, Fluo-4 calcium flux, FDSS; hits give high values;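 active = plate-corrected calcium response at least 3 library SD above typical, normal starting fluorescence, not activating the receptor alone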;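 also: compound read alongside a low EC10 to EC30 dose of BAM8-22 agonist; peak minus trough fluorescence over baseline measured at the second addition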
KCNK3 inh: human KCNK3 channel inhibition, primary screen. CHO-KCNK3 thallium flux, FluxOR fluorescence; hits give low values. B-score at 10 µM. hit rate 0.84% among 340,000. AID 602410;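 active = B-score under library mean minus 4 SD, starting fluorescence ratio at most library mean plus 5 SD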;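 also: more negative B-score means stronger inhibition of thallium flux through KCNK3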
* hit, by the source's call; i = inactive; nt = not tested or not shown.

SMILES	KCNQ1 block	MrgX1 agonist	KCNQ1 pot	KCNK9 inh	ANO1 activ	hERG protect	RGS4 block	TMEM16A inh	RGS4 pot	MrgX1 allo act	KCNK3 inh
CC(C)(C)OC(=O)N1CCCC1C(=O)N1CCc2ccccc21 (configuration not stated)	i	i	i	i	i	-11.6	i	i	i	i	i
CCc1ccccc1N(C(=O)c1snc(C(N)=O)c1N)C(C(=O)NCC1CCCO1)c1ccc(OC)c(OC)c1 (configuration not stated)	i	nt	i	i	i	-9.1	i	nt	i	nt	i
COc1ccc(/C=N/NC(=O)CNC(=O)c2ccc3c(c2)OCCO3)c(C(=O)O)c1OC	i	i	i	i	i	-3.5	i	i	i	i	i
Cc1ccc(N2C(=O)NC(NC(=O)C(C)(C)C)(C(F)(F)F)C2=O)cc1C (configuration not stated)	i	i	i	i	i	-4.6	i	i	i	i	i
COc1ccc(C(=O)NCC(c2cccs2)N2CCc3ccccc32)c(OC)c1 (configuration not stated)	i	i	i	i	i	-4.8	i	i	i	i	i
COc1ccc(-c2nn(-c3ccccc3)cc2CO)cc1OC	i	i	i	i	i	-14.6	i	i	i	i	i
Fc1ccc(-c2[nH]ncc2-c2nnnn2-c2ccccc2)c(F)c1	i	i	i	i	i	-13.0	i	i	i	i	i
O=C(COC(=O)c1cccnc1)Nc1ccccc1	i	i	i	i	i	-6.2	i	i	i	i	i
Cc1ccc(Nc2nc(N3CCOCC3)nc(N3CCOCC3)n2)cc1	i	i	i	i	i	-1.5	i	i	i	i	i
CCCCc1ccc(NC(=O)CN(C)CC(=O)Nc2ccccc2Cl)cc1	i	i	i	i	i	-11.2	i	i	i	i	i
Cc1ccc(C2N(c3cccc(Cl)c3)C(=O)C3CCCN32)o1 (configuration not stated)	i	i	i	i	i	-12.8	i	i	i	i	i
Cc1c(CC(=O)NCCCCCC(=O)O)c(=O)oc2cc3occ(-c4ccccc4)c3cc12	i	i	i	i	i	-7.4	i	i	i	i	i
O=C1[C@H]2[C@H](C=CC[C@H]2C(=O)N2CCOCC2)CCN1Cc1ccc(Cl)c(Cl)c1	i	i	i	i	nt	-3.5	i	i	i	i	nt
Cc1ncc([N+](=O)[O-])n1CC(=O)NC(C)(C)C	i	i	i	i	i	-3.1	i	i	i	i	i
CSc1cccc(NC(=O)C2CCCN(c3ncnc4c3nc3n4CCCCC3)C2)c1 (configuration not stated)	i	i	i	i	i	-12.0	i	i	i	i	i
O=C(N/N=C/c1ccco1)c1cc(-c2cccs2)[nH]n1	i	i	i	i	i	-15.7	i	i	i	i	i
O=C(Nc1nc(N2C(=O)c3ccccc3C2=O)n(-c2ccccc2)n1)c1ccc(Cl)cc1	i	i	i	i	i	-7.2	i	i	i	i	i
CCN(CC(=O)Nc1ccccc1OC)C(=O)C1CC2C=CC1C2 (configuration not stated)	i	i	i	i	i	-7.6	i	i	i	i	i
CC(=O)c1ccc(N2CCN(C(=O)CCC(=O)Nc3ccc4nc(N5CCN(C)CC5)cc(C)c4c3)CC2)cc1	i	i	i	i	i	-6.4	i	i	i	i	i
Cc1cc(S(=O)(=O)NCc2ccncc2)c(C)cc1Br	6*	i	i	i	i	-15.2	i	i	i	i	i
Cc1nnsc1SCCNC(=O)c1c(F)cccc1F	i	i	i	i	i	-6.3	i	i	i	i	i
CC12OC1C1(O)CCCC1=CC2=O (configuration not stated)	i	i	i	i	nt	-3.2	i	i	i	i	nt
O=C1OCCC1Sc1nc2ccccc2n1-c1ccccc1 (configuration not stated)	i	i	i	i	i	-7.9	i	i	i	i	i
O=C(NCCN1C(=O)S/C(=C\c2ccccc2F)C1=O)C1=COCCO1	i	i	i	i	i	-11.4	i	i	i	i	i
O=C(CN1CCN(Cc2ccc3c(c2)OCO3)CC1)N1CCc2[nH]c3ccc(F)cc3c2C1	i	i	i	i	i	-8.9	i	i	i	i	i
CC(C)CN1CCN(Cc2cccn2-c2ccccn2)CC1CCO (configuration not stated)	i	i	i	i	i	-16.8	i	i	i	i	i
CCOC(=O)c1ccc(NC(=S)NCCCN2CCN(C3CCCCC3)CC2)cc1	i	i	i	i	i	-8.3	i	i	i	i	i
Cc1ccc(S(=O)(=O)N2CCN(c3ncccn3)CC2)c(C)c1	i	i	i	i	i	-5.3	i	i	i	i	i
COc1ccc(C/C(C)=N/NC(=O)c2cc(C)oc2C)cc1	i	i	i	i	i	-4.4	i	i	i	i	i
Cc1ccc(C)c(N(C(=O)CNC(=O)c2ccco2)C(C(=O)NCC2CCCO2)c2ccccc2)c1 (configuration not stated)	i	i	i	i	i	-21.1	i	i	i	i	i
Cc1ccc(Nc2nnc(C)c3ccccc23)c(C)c1	i	i	i	i	i	-5.8	i	i	i	i	i
CCOC(=O)/C=C1\SCC(=O)N1CC(=O)NC(C)c1ccccc1 (configuration not stated)	i	i	i	i	i	-6.4	i	i	i	i	i
O=C(Nc1ccc2c(c1)OCO2)c1ccc(S(=O)(=O)N2CCCC2)cc1	i	i	i	i	i	-11.9	i	i	i	i	i
CC(=O)Nc1ccc(NC(=O)CSC2=NS(=O)(=O)c3cc(F)ccc3N2)cc1	i	i	i	i	i	1.8	i	i	i	i	i
CCCCNC(=O)C1C2C=CC3(CN(Cc4ccccc4Cl)C(=O)C13)O2 (configuration not stated)	i	i	i	i	i	-10.4	i	i	i	i	i
O=S(=O)(Cc1cc(Oc2ccccc2)nc(-c2ccccc2)n1)c1ccccc1	i	i	i	i	i	-7.6	i	i	i	i	i
O=C(C1=C(O)C(=O)N(Cc2cccnc2)C1c1ccccn1)c1cccs1 (configuration not stated)	i	i	i	i	i	-4.2	i	i	i	i	i
O=C(Nc1ccc2oc(-c3ccncc3)nc2c1)c1ccccc1	i	i	i	i	i	-3.6	i	i	i	i	i
Cc1cc(C)n(CC(=O)N/N=C/c2ccco2)n1	i	i	i	i	i	-9.7	i	i	i	i	i
C=CCNC(=O)C12CCC(C)(C(=O)C1Br)C2(C)C (configuration not stated)	i	i	i	i	i	-7.9	i	i	i	i	i
CCc1cc2c(=O)[nH]cnc2s1	i	i	i	i	i	-11.0	i	i	i	i	i
CCCn1c(=NC(=O)c2ccco2)c(C(=O)OCC)cc2c(=O)n3ccccc3nc21	i	i	i	i	i	-8.7	i	i	i	i	i
Nc1nc2n(n1)C(=O)CC(c1ccccc1[N+](=O)[O-])N2 (configuration not stated)	i	i	i	i	i	-18.5	i	i	i	i	i
CC(C)CCNC(=O)c1ccc(Cn2c(=S)[nH]c3ccccc3c2=O)cc1	i	i	i	i	nt	-0.7	i	i	i	i	i
O=C(N/N=C/c1cc([N+](=O)[O-])ccc1O)c1cccc(N2CCCC2=O)c1	i	i	i	i	i	-6.3	i	i	i	i	i
COc1ccc(C)cc1S(=O)(=O)N1CCN(C(=O)c2ncoc2-c2cccc(F)c2)CC1	i	i	i	i	i	-7.2	i	i	i	i	i
CCOC(=O)c1c(/N=C/N(C)C)sc(/C=N/Nc2ccccc2)c1-c1ccccc1	i	i	i	i	i	-6.2	i	i	i	i	i
O=c1cc(-c2ccccc2Cl)c2c([nH]1)CCC2	i	i	i	i	i	-4.5	i	i	i	i	i

Sorted by length of the SMILES (largest number first): part of the list above
SMILES	KCNQ1 block	MrgX1 agonist	KCNQ1 pot	KCNK9 inh	ANO1 activ	hERG protect	RGS4 block	TMEM16A inh	RGS4 pot	MrgX1 allo act	KCNK3 inh
O=C(C1=C(O)C(=O)N(Cc2cccnc2)C1c1ccccn1)c1cccs1 (configuration not stated)	i	i	i	i	i	-4.2	i	i	i	i	i
C=CCNC(=O)C12CCC(C)(C(=O)C1Br)C2(C)C (configuration not stated)	i	i	i	i	i	-7.9	i	i	i	i	i
O=c1cc(-c2ccccc2Cl)c2c([nH]1)CCC2	i	i	i	i	i	-4.5	i	i	i	i	i
Cc1cc(C)n(CC(=O)N/N=C/c2ccco2)n1	i	i	i	i	i	-9.7	i	i	i	i	i
CCc1cc2c(=O)[nH]cnc2s1	i	i	i	i	i	-11.0	i	i	i	i	i

(further entries)
SMILES	KCNQ1 block	MrgX1 agonist	KCNQ1 pot	KCNK9 inh	ANO1 activ	hERG protect	RGS4 block	TMEM16A inh	RGS4 pot	MrgX1 allo act	KCNK3 inh
COc1cccc(-c2csc(NC(=O)C3CC3)n2)c1	i	i	i	i	i	-13.3	i	i	i	i	i
CNC(=O)N(O)C1N(c2ccccc2)C(=S)SC1(C)C (configuration not stated)	i	i	i	i	i	-6.4	i	i	i	i	i
Oc1ccc(Nc2nc(-c3cccnc3)cs2)cc1	i	i	i	i	i	-2.6	i	i	i	i	i
O=C(CCS(=O)(=O)c1ccc(Br)cc1)NCCc1ccccc1	i	i	i	i	i	-5.6	i	i	i	i	i
CCCCOCCCNCC(=O)Nc1ccc(S(N)(=O)=O)cc1	i	i	i	i	i	-7.1	i	i	i	i	i
Cc1ccc(C)c(C(=O)OCC(=O)N(C)c2ccccc2)c1	i	i	i	i	i	-6.0	i	i	i	i	i
Cc1ccc2oc(=O)cc(CN3CCC(C)CC3)c2c1	i	i	i	i	i	-11.4	i	i	i	i	i
O=C1COc2ccc(C(=O)COC(=O)Cc3ccccc3F)cc2N1	i	i	i	i	i	-4.9	i	i	i	i	i
CCCCc1nc2cc(C(=O)N3CCC(OC)CC3)ccc2o1	i	i	i	i	i	-4.5	i	i	i	i	i
CNc1c(NS(=O)(=O)c2ccc3c(c2)CCCC3)c(=O)oc2ccccc12	i	i	i	i	i	-5.7	i	i	i	i	i
O=C(C1CCN(Cc2cc(Cl)ccc2O)CC1)N1CCN(Cc2ccccc2)CC1	i	i	i	i	i	-11.5	i	i	i	i	i
Cc1ccc(NC(=O)CCc2c(C)nc3ncnn3c2C)cc1	i	i	i	i	i	-11.9	i	i	i	i	i
Cc1ccc(NC(=S)NCCN2CCOCC2)cc1	i	i	i	i	i	-6.3	i	i	i	i	i
C[N+]1(C2CCC3CCC2C3O)CCCC1 (configuration not stated)	i	i	i	i	i	-8.5	i	i	i	i	i
